# Insulin prom up – insulin promoter activators in MIN6 cells, imaging, high-content screening, mouse beta cells | MIN6 insulin promoter-GFP reporter; stronger effect = higher value | z-score at 5 µM | 190,000 tested, 0.3% active | AID 1625, 2009;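 active = z-score above 3 at 5 µM with at least 500 cells counted in the well; inconclusive = wells under 500 cells, flagged as cytotoxic or low count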
# HIV fusion peptide – inhibitors of HIV fusion peptide binding, primary screen, biochemical, uHTS, fluorescence dequenching (AID 1986) | cell-free peptide binding, fluorescence dequenching, 30 min; higher % means a stronger effect | 290,000 tested, 0.3% active | inhibition, % at 20 µM, or IC50 in µM where a hit was titrated; in the data active = inhibition mostly above about 52%, no sharp cut-off; inactive = mostly below about 76%; also: some results filed as inactive read as strong as hits
# bCat nuc transl – modulators of beta-catenin nuclear translocation, primary screen, imaging, HeLa cells, immunofluorescence, high-content. nuclear translocation activity, % at 5 µM. 190,000 tested, 0.3% active;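 active = nuclear translocation activity above 50% at 5 µM, with a well cell count of 50 or more; inconclusive = wells under 50 cells across six images, flagged as toxic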;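 also: per-cell ratio of nuclear to cytoplasmic median beta-catenin stain intensity; plate controls were DMSO negative control for no effect and GSK-3 inhibitor IX positive control for full effect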
#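 test system = HeLa cells, endogenous beta-catenin | dosing = single 5 µM dose plus 0.02–20 µM confirmation series | times = compound treatment 24 h, 37°C, 5% CO2 | technique = beta-catenin immunofluorescence imaging with DAPI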
# Dynein transport – inhibitors of GR-EGFP nuclear translocation, primary screen, dynein cargo transport inhibitor project, imaging, high-content, 3617.4 mouse cells | test concentration mostly 20 µM; stimulated with dexamethasone, 1 µM; stronger effect = lower value | z-score, hits read low | 220,000 tested, 0.47% active | AID 1381, 2008;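 active = plate z-score of nuclear minus cytoplasmic receptor signal below a set negative limit, without overly bright fluorescence or cell loss, cut at about -3.5 in these data, passing the limit was not always enough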;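 also: z-score of nuclear minus cytoplasmic ring GR-EGFP intensity difference per well; some compounds called inactive have numbers as strong as hits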
#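 medium = tetracycline-free induction medium containing charcoal-stripped FBS | also added = 1.0 µM final dexamethasone stimulus | schedule = 48 h induction, 1 h compound, 30 min dex at 37 °C | technique = fixed, Hoechst-stained cells imaged at 10x for EGFP | measure = GR-EGFP nuclear translocation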
# Autophagy HCS – autophagy modulators in MEF cells, primary screen, imaging, high-content, MEF GFP-LC3. 190,000 tested, 0.98% active. MEF GFP-LC3 puncta imaging; test concentration mostly 10 µM. calls only at 10 µM (by protocol). AID 463193, 2010;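 active = percentage of spot-positive cells more than 3 SD above its plate mean, without a fluorescence outlier flag or 80% toxicity; inconclusive = no clear call, values can overlap the other calls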;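 also: spot-positive cell cutoff set from DMSO-treated cells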
# MT stabilizer – microtubule stabilizers in HeLa cells, primary screen, imaging, high-content imaging; HeLa tubulin immunostaining HCS, 24 h; share of cells brighter than vehicle mean+2SD; % tubulin-high responders, % at 10 µM; 200,000 tested, 0.83% active; AID 2205, 2009;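 active = plate Z-score above 3 for both tubulin-high and condensed-nucleus cell shares, with cell loss under 80%, at 10 µM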;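 also: anti alpha tubulin signal scored within the nucleus-defined area of each cell; some results filed as inactive read as strong as hits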
# WT yeast gro inh – growth inhibition of WT strain, primary screen, mitochondrial fusion inhibitor project, WT and mutant strains, chemical genetic | 190,000 tested, 2.1% active | mitochondrial fusion phenotypic screen | inhibition, % at 10 µM | AID 1362, 2008; in the data active = inhibition above about 58%; tested in S. cerevisiae
# AID2073 – inhibitors of Mint1-CaV2.2 protein interaction, biochemical, HTRF (AID 2073) | HTRF protein-protein interaction, Mint1-CaV2.2; higher % means a stronger effect | one-dose inhibition, % at 20 µM; IC50 in µM for titrated hits | 290,000 tested, 0.19% active; in the data active = inhibition mostly above about 51%, no sharp cut-off; inconclusive = no clear call, values can overlap the other calls; inactive = mostly below about 53%; also: some results filed as inactive read as strong as hits
# Yfh1-depleted yeast – enhancers of respiration in Yfh1-depleted yeast, dose response, Friedreich's ataxia, plus single-dose screen (AID 1465); S. cerevisiae Yfh1-off respiration, WST-1 reduction, 72 h; higher fold induction means a stronger effect; 220,000 tested, 0.074% active; fold induction at 50 µM; hits with a dose series show EC50 in µM;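 active = fold induction of absorbance versus untreated yeast above a set limit, then at least 30% activation at any dose in follow-up; inconclusive = repeats straddling the limit, or above it without dose testing; inactive = fold induction below the set limit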;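 also: activators that raise dye reduction in frataxin-depleted yeast; strong numbers were not always called active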
# WT yeast gro inh mutant strain – recorded beside WT yeast gro inh, whose call it bears; inhibition, %; mitochondrial fusion phenotypic screen, mutant strain inhibition
# Dynein transport cytoplasmic EGFP – also measured in Dynein transport; calls as there; z-score; measured here: cytoplasmic GR-EGFP intensity; stronger effect = higher value
# Dynein transport nuclear GR-EGFP – recorded beside Dynein transport, whose call it bears; z-score; measured here: nuclear GR-EGFP intensity;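 lower value marks the stronger effect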
# Dynein transport cell count – also measured in Dynein transport; calls as there; z-score; measured here: cell count per field
# Insulin prom up cell count – further read-out of Insulin prom up, marked with its call; cell count; measured here: cytotoxicity, nuclei count;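 total cells summed across four imaged fields per well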
# bCat nuc transl cell count 5 µM – recorded beside bCat nuc transl, whose call it bears; cell count; measured here: cell count, cytotoxicity flag
# MT stabilizer Hoechst-high % – further read-out of MT stabilizer, marked with its call; % Hoechst-high responders; measured here: nuclear condensation Hoechst responders;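 share of cells brighter than vehicle mean plus two SD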
# MT stabilizer cytotoxicity % – also measured in MT stabilizer; calls as there; toxicity, %; measured here: cytotoxicity by cell density;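 0% = mean cell density of plate MIN control wells and 100% = no cells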
# Autophagy HCS cell loss 18 h – recorded beside Autophagy HCS, whose call it bears; toxicity, %; measured here: cell loss, nuclei count;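 cell loss after 18 h compound exposure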
# * = called active by the depositor; i = inactive; ? = inconclusive; · = not tested or not shown.
nr	SMILES	WT yeast gro inh	bCat nuc transl cell count 5 µM	AID2073	MT stabilizer Hoechst-high %	Dynein transport nuclear GR-EGFP	Yfh1-depleted yeast	HIV fusion peptide	MT stabilizer cytotoxicity %	Dynein transport	Autophagy HCS cell loss 18 h	bCat nuc transl	Insulin prom up	MT stabilizer	Autophagy HCS	Dynein transport cell count	WT yeast gro inh mutant strain	Insulin prom up cell count	Dynein transport cytoplasmic EGFP
1	CCN(Cc1ccccc1)C(c1cc2ccc(C)cc2[nH]c1=O)c1nnnn1CCOC (stereo not drawn)	27.3	1186	40.4%	2.8	0.223	i	1.6%	4.6	0.487	8.2	-0.7	-0.46	3.2	i	0.283	3.2	945	-0.226
2	CC1(C)CC(=O)C=C(Nc2cccc(O)c2)C1	-20.3	914	10.0%	1.3	-0.0396	i	-0.6%	2.2	-0.672	·	-7.5	-0.05	1.9	·	0.0315	-9.7	1144	-0.198
3	O=C(CN1CCOCC1)Nc1nc2cc([N+](=O)[O-])ccc2s1	-22.0	·	-12.4%	3.0	-0.738	i	2.7%	3.2	-0.854	0.8	·	-0.24	1.9	i	0.601	16.7	1274	-0.32
4	Cc1cc(C)c2[nH]c(=O)c(C(c3nnnn3C3CCCC3)N3CCOCC3)cc2c1 (stereo not drawn)	·	1079	6.6%	·	·	·	0.6%	·	·	·	-2.3	1.13	·	·	·	·	1002	·
5	C=CCNC(=O)C12CC3(C)CC(C)(CC(C)(C3)C1)C2	19.4	·	4.4%	1.5	-0.0909	i	2.3%	9.0	0.296	-4.5	·	-1.48	2.3	i	0.283	31.9	723	-0.106
6	Cn1c(Cl)cnc1C1CC(=O)c2cc(Cl)ccc2O1 (stereo not drawn)	0.4	1010	-5.8%	2.3	-1.98*	i	-2.2%	2.6	-5.93*	55.4	1.0	-3.4	2.7	i	0.177*	-7.0	538	0.39*
7	CCCCn1c(=O)nc2n(-c3ccc(OC)cc3)c3ccccc3cc-2c1=O	12.1	1090	28.3%	2.5	1.17	i	-3.3%	6.8	1.37	2.4	0.8	0.06	2.0	i	-1.38	3.4	1202	-0.151
8	Cc1ccc2nc(C)c3c(c2c1)N(c1ccc(F)cc1)CC3	·	1292	28.2%	·	-0.142	i	-0.7%	·	-0.902	·	-1.1	-0.96	·	·	0.38	·	895	-0.243
9	O=C(Oc1ccc(Cl)cc1)N1CCCCC1	-2.1	·	6.4%	2.6	-0.411	i	2.7%	33.8	-0.518	1.9	·	0.34	1.6	i	0.436	-3.7	1030	-0.281
10	Cc1ccn(-c2cccc(-n3ccc(C)n3)n2)n1	7.5	427	2.2%	4.7	0.362	i	0.5%	0.7	0.89	8.7	4.9	0.32	3.9	i	-1.01	21.0	1280	-0.238
11	COCCNC(=O)/C(C#N)=C/c1ccc(OCC(=O)NC2CCCCC2)cc1	-13.6	1140	7.6%	1.8	-0.133	i	0.5%	3.8	0.534	-3.4	-2.9	-0.11	2.9	i	0.162	-24.9	1237	-0.222
12	CCOc1ccc(OCc2cccc(C(=O)N(CC)CC)c2)cc1	14.1	1120	6.3%	1.6	-0.358	i	0.6%	4.2	-0.69	11.9	-4.6	-0.07	0.9	i	0.542	11.2	1556	-0.271
13	CCOC(=O)C1=C(CN2CCSCC2)NC(=O)NC1c1cccc([N+](=O)[O-])c1 (stereo not drawn)	21.2	893	2.5%	1.7	0.285	i	-0.6%	9.7	-0.662	-4.0	4.2	0.03	3.7	i	0.307	4.1	1588	-0.279
14	Cc1cc(C(F)(F)F)nc(-n2cc(-c3ccccc3)nn2)n1	-3.1	1040	-2.3%	2.4	0.236	i	-0.6%	6.9	0.263	-38.2	-1.0	-0.57	3.8	i	0.145	9.1	1437	-0.289
15	c1ccc(-c2c(-c3ccccc3)n(Cc3ccco3)c3ncnc(NCCCn4ccnc4)c23)cc1	73.0*	1105	7.6%	1.0	0.702	i	-1.0%	4.0	1.67	-10.5	-16.6	·	1.7	i	0.258	32.2*	·	0.316
16	CN(Cc1ccc(OCC(O)CN2CCCCC2)cc1)Cc1ccnc2ccccc12 (stereo not drawn)	4.3	1050	3.2%	2.2	-0.308	i	1.4%	3.5	-0.795	1.8	-0.2	-1.52	2.4	i	0.25	11.2	505	-0.235
17	COc1ccc(CN2CCN(C3CCSCC3)CC2CCO)c(C)c1C (stereo not drawn)	1.8	1014	-1.6%	0.7	1.09	i	-0.9%	4.7	1.68	2.9	-1.9	1.06	1.0	i	-0.553	10.5	1510	0.922
18	COc1ccc(CCn2c(C)c(C(C)=O)c3cc(OC(=O)c4ccco4)ccc32)cc1OC	·	1182	-3.0%	1.4	-0.397	i	-1.8%	4.0	-1.05	-3.5	-0.2	-0.04	1.1	i	1.21	·	952	-0.0414
19	COc1cccc(Nc2ncc(C#N)c(N)n2)c1	·	1276	-17.5%	·	-0.0624	i	0.7%	·	0.00824	·	-1.2	-1.03	·	·	0.461	·	972	-0.292
20	CCOc1ccc(N=C(NN)c2ccc3ccccc3n2)cc1	32.6	542	-12.8%	1.6	0.189	i	-1.2%	4.8	0.191	8.7	-5.2	0.15	2.3	i	0.0979	-1.6	1374	-0.223
21	O=C(Nc1ccc(NC(=O)c2ccco2)c(Cl)c1)c1ccc2c(c1)OCCO2	·	1327	13.2%	·	0.355	i	3.8%	·	-0.13	·	0.0	0.29	·	·	0.0392	·	997	-0.238
22	CC(C)(C)n1nc2c(c1NC(=O)c1ccccc1)CS(=O)(=O)C2	-8.6	1064	-7.2%	2.4	-0.409	i	0.6%	1.1	-0.642	0.0	0.7	-0.12	3.2	i	1.02	-12.8	1113	-0.351
23	CCC(C)N1C(=O)C2C(C(=O)Nc3cccc(OC)c3)C3C=CC2(O3)C1C(=O)NC1CCCCC1C (stereo not drawn)	-14.2	1373	2.2%	3.2	0.578	i	3.6%	8.3	0.356	4.0	-2.4	-0.35	4.1	i	-0.896	-4.8	1615	-0.263
24	Cc1ccc(S(=O)(=O)N(C)C)cc1NC(=S)N1CCCCC1CO (stereo not drawn)	-7.5	1061	6.3%	3.2	-0.402	i	-1.4%	8.0	-0.248	1.5	0.3	-0.61	2.0	i	1.54	2.9	1041	-0.37
25	COc1cc(/C=N/N=C(N)N)ccc1OCc1ccc(Cl)cc1	-13.1	1299	7.6%	9.9*	-1.55	?	-0.1%	62.3*	-4.64	26.7	1.5	-4.32	67.2*	i	-7.18	12.1	514	2.69
26	CN1C(=O)C(O)(CC(=O)c2ccc3c(c2)OCO3)c2ccccc21 (stereo not drawn)	14.2	1051	6.5%	0.5	0.442	i	-0.6%	34.5	-0.174	-3.7	-0.5	0.47	2.0	i	-0.261	21.4	1181	-0.227
27	O=C(c1ccccc1)c1cc2ccccc2o1	20.2	1237	1.3%	2.5	0.287	i	1.9%	5.1	0.571	-7.1	-3.1	0.49	1.9	i	0.0659	25.4	872	-0.179
28	COc1ccc(-c2nn(-c3ccccc3)cc2CNC(=O)c2cccc([N+](=O)[O-])c2)cc1	9.7	1081	26.6%	1.7	0.83	i	-1.5%	8.4	0.947	9.1	6.0	0.48	7.7	i	-1.28	-18.1	1155	-0.043
29	COC(=O)c1ccc(NC(=O)COc2ccc(S(=O)(=O)NC(C)(C)C)cc2)cc1	2.3	1154	11.9%	2.3	-0.0473	i	4.3%	8.3	0.635	0.9	-0.1	0	4.2	i	0.43	2.3	1317	-0.161
30	Cc1cc(C(=O)CCl)c(C)n1-c1ccon1	-13.0	1138	3.2%	4.2	-2.35*	i	1.1%	5.4	-5.55*	-8.3	-2.3	-0.66	3.9	i	-0.00933*	-4.5	1323	1.19*
31	Cc1cc(C)cc(C(=O)NC(CC(N)=O)c2ccc(NC3CCCCC3)c([N+](=O)[O-])c2)c1 (stereo not drawn)	·	1335	13.2%	·	1.06	i	-0.1%	·	2.38	·	-0.9	-0.03	·	·	-1.43	·	1113	-0.658
32	O=C1CCCc2[nH]c(-c3ccccc3)nc21	-10.9	971	-3.0%	2.1	0.282	i	-0.8%	7.1	-0.359	22.1	0.7	1.62	1.8	i	1.12	-12.4	1561	-0.307
33	COc1ccc(C(c2nnnn2C2CCCCC2)N2CCN(c3ccccc3F)CC2)cc1 (stereo not drawn)	51.1	1167	-6.0%	1.8	0.0362	i	23.2%	6.9	-0.15	11.9	1.9	-0.88	2.2	i	-0.051	-8.4	1128	-0.197
34	Cc1ccc(NC(=O)C(C)N2C(=O)C3CC=C(Cl)CC3C2=O)cc1 (stereo not drawn)	-8.1	953	-7.1%	3.3	-0.524	i	-0.3%	7.4	-1.18	-4.3	1.7	0.21	3.6	i	1.59	-21.0	1353	0.0396
35	CCc1ccc(NC(=O)CCc2nc3cccnc3n2Cc2ccc(OC)cc2)cc1	4.5	·	-1.6%	2.0	-0.0525	i	-0.6%	7.1	0.195	-3.4	·	-1.41	1.2	i	0.225	3.7	912	-0.169
36	Cc1ccc2[nH]c(=O)c(CN(Cc3ccccc3)C(=S)NCCCN(C)C)cc2c1	-18.1	1502	-18.3%	2.6	-0.395	i	3.0%	10.5	-0.349	-8.7	-1.1	0.33	3.7	i	-0.327	-2.4	1520	0.266
37	O=C1CCC(=O)N1CC(=O)N(c1ccccc1)c1ccccc1	-10.1	1086	-7.1%	1.5	0.281	i	-0.6%	3.0	0.523	0.4	0.9	-1.18	3.5	i	-0.634	-1.9	1080	-0.238

# Source: PubChem BioAssay
